KCNQ2 inh: KCNQ2 potassium channel inhibitors, primary screen, cell-based, CHO-K1, FluxOR thallium flux, B-score (AID 2156) | 20 min; active compounds read low | B-score at 10 µM | O88943 | 1.1% of 310,000 active;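 active = fluorescence ratio B-score at most minus 3 library SDs, with starting brightness B-score within 2 library SDs, cut at about -5.5 in these data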
CHT inh: human CHT choline transport inhibition; 0.86% of 310,000 active; Q9GZV3; CHT-expressing cells, membrane potential dye, choline response; active compounds read low; B-score at 10 µM;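 active = B-score over 3 SD under the library average, and starting fluorescence ratio not unusually high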;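 note: choline stimulus applied at its EC90 after an EC20 pre-addition; B-score computed on integrated fluorescence ratio after choline addition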
Target sequence (Q9GZV3 whole entry, looked up): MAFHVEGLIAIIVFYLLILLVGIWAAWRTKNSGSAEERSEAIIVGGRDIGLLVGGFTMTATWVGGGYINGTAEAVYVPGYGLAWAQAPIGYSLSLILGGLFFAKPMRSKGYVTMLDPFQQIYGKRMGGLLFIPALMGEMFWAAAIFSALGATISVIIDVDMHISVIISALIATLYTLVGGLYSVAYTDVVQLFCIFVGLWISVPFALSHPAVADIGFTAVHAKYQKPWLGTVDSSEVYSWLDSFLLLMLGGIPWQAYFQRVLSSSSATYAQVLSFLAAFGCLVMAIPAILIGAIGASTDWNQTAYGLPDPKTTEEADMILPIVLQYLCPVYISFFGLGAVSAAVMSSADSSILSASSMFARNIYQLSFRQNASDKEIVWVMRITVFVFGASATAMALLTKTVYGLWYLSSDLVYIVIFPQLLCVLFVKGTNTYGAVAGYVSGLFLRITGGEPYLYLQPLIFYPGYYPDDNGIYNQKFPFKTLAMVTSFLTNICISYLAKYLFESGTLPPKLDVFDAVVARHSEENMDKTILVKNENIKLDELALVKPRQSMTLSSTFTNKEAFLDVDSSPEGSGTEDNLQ
Numbers without * were called inactive; i = inactive; x = not tested or not shown.

KCNQ2 inh	CHT inh	smiles
i	i	C=CCNC(=O)c1cc(-c2ccncc2)nc2c(C)cc(C)cc12
i	i	CC(=O)N/C(=C/c1ccccc1)C(=O)NCCO
i	i	COc1ccc(CCNC(=S)N2CCN(S(=O)(=O)c3ccc(F)cc3)CC2)cc1
i	i	Cc1nnc(SCC(=O)N2CCC(Cc3ccccc3)CC2)n(N)c1=O
i	i	O=C(Nc1ccc2c(c1)OCO2)c1cccs1
i	i	CCOC(=O)c1[nH]c2cc(OC)c(OC)cc2c1NC(=O)C(C)N1CCN(Cc2ccccc2)CC1 (configuration not stated)
i	i	CCOc1ccc(CN(C)CC(=O)Nc2cccc(C)c2)cc1OC
i	i	CC(=O)N1CCN(S(=O)(=O)c2cccc(C(=O)N(Cc3ccccc3)c3ccc(C)cc3)c2)CC1
i	i	CCOC(=O)C1(CCOc2ccccc2)CCN(Cc2ccc(OC)cc2)CC1
i	i	CCn1c(COc2ccccc2C)nc2ccccc21
i	i	O=C1CC(c2ccccc2F)c2cc3c(cc2N1)CCC3 (configuration not stated)
i	i	CCn1nc(C)cc1C(=O)N1CCCC(CCC(=O)NCc2ccccc2F)C1 (configuration not stated)
i	i	N#Cc1cc(-c2ccccc2)nnc1Sc1ccc(Cl)cc1
i	i	O=C(COC(=O)c1ncc(Cl)c(Cl)c1Cl)c1ccc(Cl)s1
i	i	O=C(/C=C/c1ccco1)NC(=S)Nc1ccccn1
i	i	CCCN(CCC)CCOc1cc(C)ccc1C(C)C
i	i	O=[N+]([O-])c1cc([N+](=O)[O-])c2cc3ccccc3nc2c1
i	i	CC(C)[C@@H]1NC(=O)N(c2ccc(Oc3ccccc3)cc2)C1=O
x	i	CCN(CC)CCN1C(=O)C(=O)/C(=C(/O)c2c(C)[nH]c(C(=O)OC)c2C)C1c1cccnc1 (configuration not stated)
i	i	CCCCNC(=O)C(=O)NCC1CCCN1S(=O)(=O)c1cccs1 (configuration not stated)
i	i	O=C(Nc1ccc(Cl)c(Cl)c1)Nc1nnc(CC2=CCCCC2)s1
i	i	Cc1cc(/C(O)=C2\C(=O)C(=O)N(CCN(C)C)C2c2ccncc2)ccc1OCc1ccccc1 (configuration not stated)
i	i	Cc1ccc(CNC(=O)c2ccc([N+](=O)[O-])o2)cc1
i	i	CC(c1ccco1)N(C(=O)CSc1ccc(Br)cc1)c1ccccn1 (configuration not stated)
i	i	Cc1cc(NC(=O)Nc2cc(Cl)ccc2C)no1
i	i	CCOC(=O)c1c(NC(=O)CSc2nnc(-c3ccncc3)n2Cc2ccco2)sc(C)c1C
i	i	COc1ccc(NS(=O)(=O)c2ccc(C)c(C(=O)NCc3cccnc3)c2)cc1
i	i	Cn1c(C(=O)OCC(=O)NCc2ccc(F)cc2)cc2occc21
i	i	CNC(=S)N/N=C1\CC(c2ccccc2)Oc2ccccc21 (configuration not stated)
i	i	COc1ccc2oc(-c3cccc(NC(=O)CSc4ccc(Cl)cc4)c3)nc2c1

Entries from the list above with two or more sulfur atoms:
KCNQ2 inh	CHT inh	smiles
i	i	COc1ccc(CCNC(=S)N2CCN(S(=O)(=O)c3ccc(F)cc3)CC2)cc1
i	i	CCCCNC(=O)C(=O)NCC1CCCN1S(=O)(=O)c1cccs1 (configuration not stated)
i	i	CCOC(=O)c1c(NC(=O)CSc2nnc(-c3ccncc3)n2Cc2ccco2)sc(C)c1C

Continuation.
KCNQ2 inh	CHT inh	smiles
i	i	CC(C)C[C@H](NC(=O)C1CC(=O)N(c2ccc3c(c2)OCCO3)C1)C(=O)NC1CCCC1 (some centres not stated)
i	i	COc1ccc(-c2csc(CCN3N=C(C)CC3=O)n2)cc1
i	i	O=C(Nc1ccc2c(c1)OCCO2)C1CCN(C(=O)c2ccc(Br)cc2)CC1
i	i	COC(=O)[C@@H]1C[C@@]2(O)[C@@H](O)[C@@H](O)[C@@H](O)C[C@H]2N1Cc1ccc(C(F)(F)F)cc1
i	i	COCC1CCCCN1C(=O)c1ccc(OC2CCN(Cc3ccccn3)CC2)cc1 (configuration not stated)
i	i	O=C(NCC1CCCO1)C1CC(=O)N(c2cccc(Cl)c2)C1 (configuration not stated)
i	i	Cc1ccn2c(=O)nc(SCC(=O)N3CCCc4ccccc43)nc2c1
i	i	O=C(Nc1nnc(C2=COCCO2)o1)c1ccc(S(=O)(=O)N2CCCCC2)cc1
i	i	CCN(CC)S(=O)(=O)c1ccc(C(=O)Nc2ccc(C(F)(F)F)n(C)c2=O)cc1
i	x	CCOC(=O)/C(C)=C1\NC(C)(C)Cc2ccccc21
i	i	Cc1ccc(C(=O)N/C(=C/c2ccc(N(C)C)cc2)C(=O)NCC2CCCO2)cc1 (configuration not stated)
i	i	COc1cccc(C(c2sc3ncnn3c2O)N2CC(C)OC(C)C2)c1 (configuration not stated)
i	i	CCN1CCN(Cc2oc(CO)cc(=O)c2O)CC1
i	i	Cc1ccc(NC(=O)CC2S/C(=N/N=C/C=C/c3ccccc3)NC2=O)cc1Cl (configuration not stated)
i	i	O=C(CSc1nnc(NCc2ccccc2)s1)c1ccco1
i	i	Cc1cc(NS(=O)(=O)c2ccc(NC(=O)c3oc4ccccc4c3C)cc2)no1
i	i	O=C(COc1ccccc1Br)Nc1ccccc1C(F)(F)F
i	i	O=c1c2c(-c3ccccc3)ccnc2[nH]n1-c1ccccc1
i	i	O=C(CCS(=O)(=O)c1cccs1)N1CCCC1
i	i	O=C(Nc1cccnc1)c1cc(-c2ccc(Br)cc2)on1
i	i	COc1cc2[nH]c(=S)nc(NCc3ccc(C)cc3)c2cc1OC
i	i	CN(C)S(=O)(=O)c1cccc(C(=O)Nc2ccc(S(=O)(=O)N3CCCC3)cc2)c1
i	i	Cc1cc2oc(=O)cc(Cn3nnc(-c4ccc(Cl)cc4)n3)c2cc1C(C)C
i	i	CN(C)S(=O)(=O)c1ccc(N=Cc2c(C(F)(F)F)[nH]n(C)c2=O)cc1
i	i	CCOC(=O)CNC(=O)Cn1cnc2c(nnn2-c2cccc(Cl)c2)c1=O
i	i	CCN(CC)S(=O)(=O)c1ccc(C(=O)N2CCN(c3ncccn3)CC2)cc1
i	i	CC(=C/c1ccccc1)/C=N/NC(=O)c1ccccn1
i	i	N=c1c(S(=O)(=O)c2ccccc2)cc2c(=O)n3ccccc3nc2n1Cc1ccco1
i	i	CC1(C)NC(C)(C)/C(=C\c2cccs2)C(=O)C1=O
i	i	Cc1ccc(NC(=O)c2[nH]cnc2C(=O)NN)cc1
i	i	COc1cccc(N2CCN(S(=O)(=O)c3ccc4nc(-c5ccccc5)[nH]c4c3)CC2)c1
i	i	CC(CNS(=O)(=O)c1ccc2c(c1)CC(=O)N2C)c1ccccc1 (configuration not stated)
i	i	CN(C)S(=O)(=O)c1cccc(NC(=O)CSc2nnnn2-c2ccccc2)c1
i	i	C/C(N)=C(/C#N)C(=O)COC(=O)COc1ccc(Cl)cc1
i	i	COCCNc1nc(C)cc(-c2cc(C(=O)NCc3ccccc3)on2)n1
i	i	CCOC(=O)C1(C/C(C)=N/NC(N)=O)CC(C)OC1=O (configuration not stated)
i	i	Cc1ccc(S(=O)(=O)N2CCSC2=Nc2ccccc2)cc1
i	i	CCc1[nH]nc2c1C(Cc1ccccc1)C(C#N)=C(N)O2 (configuration not stated)
i	i	O=C(N1CCOCC1)N1CCN(C(=O)N(c2ccccc2)c2ccccc2)CC1
i	x	c1coc(-c2nnc(-c3ccc4c(c3)OCO4)o2)c1
i	i	COc1ccc(C(=O)OCn2nnc3ccccc3c2=O)cc1
i	i	O=c1c2cc(N3CCOCC3)ccc2[nH]c(=S)n1Cc1cccc(Cl)c1
i	i	COc1ccc2c(c1)c(C(=O)N/N=C/c1cccs1)c(C)n2C
i	i	Cc1ccc(C)c(C(=O)NCCN(C)C)c1
i	i	Cc1nn(-c2ccccc2)c(Cl)c1C(=O)NCC(=O)O

Arranged by count of non-hydrogen atoms (largest number first): part of the list above
KCNQ2 inh	CHT inh	smiles
i	i	O=C(N1CCOCC1)N1CCN(C(=O)N(c2ccccc2)c2ccccc2)CC1
i	i	CN(C)S(=O)(=O)c1cccc(NC(=O)CSc2nnnn2-c2ccccc2)c1
i	i	O=c1c2cc(N3CCOCC3)ccc2[nH]c(=S)n1Cc1cccc(Cl)c1
i	i	Cc1ccc(S(=O)(=O)N2CCSC2=Nc2ccccc2)cc1
i	i	CCc1[nH]nc2c1C(Cc1ccccc1)C(C#N)=C(N)O2 (configuration not stated)
i	i	Cc1nn(-c2ccccc2)c(Cl)c1C(=O)NCC(=O)O
i	i	Cc1ccc(C)c(C(=O)NCCN(C)C)c1

(continued)
KCNQ2 inh	CHT inh	smiles
i	i	Cc1ccc(S(=O)(=O)NCCC(c2ccc(F)cc2)c2ccco2)cc1 (configuration not stated)
i	i	CCOC(=O)N1CCC(NC(=O)CCC(=O)N2CCOc3ccc(C)cc32)CC1
i	i	O=C(Nc1ccc(N2CCN(C(=O)c3ccccc3)CC2)cc1)c1cccs1
i	i	C=CCn1c(-c2cccnc2Cl)nc2ccccc21
i	i	O=c1[nH]c2cc3c(cc2cc1CN(CC1CCCO1)S(=O)(=O)c1ccccc1)OCCO3 (configuration not stated)
i	i	Cc1cc(C)c(S(=O)(=O)N2CCCC2CNC(=O)c2ccc3c(c2)OCO3)c(C)c1 (configuration not stated)
i	i	CNC(=O)C(=O)N/N=C/c1ccccn1
i	i	CCc1ccc(NC(=O)C2CCN(c3c(N4CCCC4)c(=O)c3=O)CC2)cc1
i	i	Cc1[nH]n(C2=NCCS2)c(=O)c1N=Nc1ccccc1
i	i	COc1ccc(N2CCN(C(=O)Cn3nnc(-c4cccs4)n3)CC2)cc1
i	i	Cc1ccc(S(=O)(=O)NCCN2CCOCC2)cc1C
i	i	N=c1c(C(=O)NCc2ccco2)cc2c(=O)n3ccccc3nc2n1Cc1ccccc1
i	i	COc1ccc(C(=O)Nc2ccc3ccccc3n2)c(OC)c1OC
i	i	CCN(CC(=O)Nc1cc(Cl)ccc1C)C(=O)CCOc1ccccc1C
i	i	Cc1cc(N2CCCC2)ccc1/C=N/n1cnnc1

Reprinted at random: four compounds from above.
KCNQ2 inh	CHT inh	smiles
i	i	Cc1ccc(S(=O)(=O)NCCC(c2ccc(F)cc2)c2ccco2)cc1 (configuration not stated)
i	i	C=CCn1c(-c2cccnc2Cl)nc2ccccc21
i	i	COc1ccc(C(=O)Nc2ccc3ccccc3n2)c(OC)c1OC
i	i	CCc1ccc(NC(=O)C2CCN(c3c(N4CCCC4)c(=O)c3=O)CC2)cc1

Remaining list, next part:
KCNQ2 inh	CHT inh	smiles
i	i	CC1(C)CC(OC(=O)c2ccccc2)CC(C)(C)N1
i	i	O=C(O)CN1C(=O)COc2cc(S(=O)(=O)N3CCCC3)ccc21
i	i	CC(C)(C)[C@H]1C=C(C(=O)NCc2ccccc2)O[C@@H](OCc2ccc(CO)cc2)C1
i	i	O=C(NCCS(=O)(=O)NCc1ccccc1Cl)c1ccc2c(c1)OCO2
i	i	COc1ccc(NC(=O)C(C)N(c2ccc(C)cc2)S(C)(=O)=O)c(OC)c1 (configuration not stated)
i	i	O=C(CSc1cccs1)Nc1ccc(Cl)cc1
i	i	NCCNc1ccc([N+](=O)[O-])c(Sc2nc3ccccc3[nH]2)c1
i	i	O=C(CN1C(=O)/C(=C/c2ccccc2)SC1=S)NNC(=O)c1ccccc1O
i	i	CCc1ccc(N(C(=O)CNC(=O)c2ccco2)C(C(=O)NC2CCCC2)c2cccnc2)cc1 (configuration not stated)
i	i	CC(C)(C)NC(=O)Cn1c(SCC(=O)NC2CCCCC2)nc2ccccc21
i	i	CC1CCCCN1CCCNc1ccc(C(CC(N)=O)NC(=O)Cc2ccc(Cl)cc2)cc1[N+](=O)[O-] (configuration not stated)
i	i	CC(C)C(=O)NC(=S)Nc1ccccc1C(=O)NC1CCCCC1
i	i	Cc1cccnc1Nc1nc(-c2ccc(O)cc2O)cs1
i	i	O=C(Oc1ccc2ccc(=O)oc2c1)c1cccs1
i	i	CCOc1ccc(OCc2ccc(C(=O)N3CCOCC3)cc2)cc1
i	i	COc1ccc(NC(=O)CSc2nnc3ccc(-c4ccccn4)nn23)cc1OC
i	i	CC(C(=O)Nc1cccc([N+](=O)[O-])c1)N1C(=O)NC2(CCCC2)C1=O (configuration not stated)
i	i	CCOc1ccc(CC(=O)C2C(=O)CCCC2=O)cc1OCC
i	i	O=C(CSc1n[nH]c(-c2ccccc2O)n1)N1CCCc2ccccc21
i	i	O=C(O)c1cccnc1Cl
i	i	CCOC(=O)Cn1nc(C)cc1NC(=O)c1cccnc1
i	i	Cn1c(SCc2nnc3n2CCCCC3)nc2ccccc21
i	i	COC(=O)c1cc(NCc2ccccc2F)ccc1N1CCOCC1
i	i	CCC(=O)N=c1sc2c(C)cc(C)cc2n1CC(=O)OC
i	i	Cc1cc(C)c2c(=O)[nH]c(SCc3ccccc3C)nc2n1
i	i	CC1Cc2ccccc2N1S(=O)(=O)c1ccc2c(c1)n(C)c(=O)c(=O)n2C (configuration not stated)
i	i	Cc1ccccc1CNS(=O)(=O)c1csc(C(N)=O)c1
i	i	Cc1noc(C(=O)NC2CCCCC2)c1Cl
i	i	COc1cc(C2Nc3ccc4ccccc4c3C3=C2C(=O)CC(C)(C)C3)ccc1OC(C)C(=O)O (configuration not stated)
i	x	Cc1ccc(NCc2n[nH]c(=S)n2Cc2ccccc2)cc1Cl
-7.2*	i	COc1ccc(/C=N/NC(=O)c2cccnc2)cc1O
i	i	COc1ccc(CNC(=O)COc2cccnc2[N+](=O)[O-])cc1OC
i	x	Cn1c(C(=O)N2CCN(c3ccc([N+](=O)[O-])cc3)CC2)cc2c(=O)[nH]c3ccccc3c21
i	i	Cn1c(CSc2nnc(SCc3ccccc3)s2)nc2ccccc21
i	i	O=C(COC(=O)CSc1ccccc1)NCCNC(=O)COC(=O)CSc1ccccc1
i	i	NC(=O)c1ccccc1N=Cc1ccc2ccccc2c1
i	i	Cc1cccc(NC(=O)CS(=O)(=O)c2cn(C)c3ccccc23)c1
i	i	CCOC(=O)c1sc2nc(C)nc(N3CCN(c4ncccn4)CC3)c2c1C

High-throughput results (PubChem)
